High-throughput results as filed in PubChem BioAssay.
Nrf2 activator – Nrf2 pathway activation; AREc32 ARE-luciferase reporter (MCF7-derived line), luminescence, 24 h; Potency, µM (titrated, usually from 46.1 µM), for the others: at the highest dose activation, most hits filed as activators; 410,000 tested, 0.31% active; AID 624171; note: potency is the fitted concentration of half-maximal effect; % of control where 0% means no effect; nearly all actives have a fitted effect of over 65% in size
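AREc32 cells carrying an ARE-driven firefly luciferase, 1000 cells/well in OPTI-MEM with 5% FBS, dosed after overnight attachment and incubated 24 hr at 37 deg C. Steady-Glo luminescence read after 30 min at RT.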
HepG2 tox – kills HepG2 cells in TGF-b inhibitor counter-screen. HepG2 CAGA-GFP viability, ATP luminescence, 18 h. Potency, µM (titrated, usually from 46.1 µM), for inactives: at the top dose activity change, negative = cytotoxicity, usual class: cytotoxic. 410,000 tested, 0.76% active. AID 588856; note: potency is the fitted concentration of half-maximal effect; some results filed as inactive show a strong effect at the top dose
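HepG2 CAGA-GFP cells (1000/well, DMEM with 1% FBS) received compound, then TGF-beta at 500 pg/mL final, and were incubated 18 hours at 37 degrees C. Viability was read by CellTiter-Glo luminescence. Media-only wells were set as complete cell-killing and DMSO as no toxicity.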
Nrf2 block – Nrf2 pathway inhibition. A549 ARE-Fluc reporter, luciferase luminescence, 18-24 h. 360,000 tested, 2.1% active. Potency, µM (doses to about 46 µM), for inactives: top-dose activity change, negative = inhibition, most hits filed as inhibitors; note: potency is the fitted concentration of half-maximal effect; % is set by controls: 0 for no effect and ±100 for the full control effect; nearly all actives have a fitted effect of over 60% in size
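Nrf2 activity is the BugLite luminescence, read 15 min after reagent at room temperature, following CellTiter-Fluor cytotoxicity readout (30 min, 37C). Compound titrations were applied for 18-24 h to 5000 A549 ARE_Fluc cells/well in 5% FBS OPTI-MEM.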
TGFb inhibitor – TGF-b pathway inhibition. HepG2 CAGA-GFP TGF-b/SMAD3 reporter, GFP fluorescence, 18 h; TGF-beta stimulated, 500 pg/mL final. Potency, µM (titrated, usually from 46.1 µM), for inactives: top-dose activity, negative = inhibition, hits mostly inhibitors. 410,000 tested, 1.2% active; note: potency is the fitted concentration of half-maximal effect; % is set by controls: 0 for no effect and ±100 for the full control effect; nearly all actives have a fitted effect of over 65% in size
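GFP signal (ex488/em500-530) from TGF-beta-stimulated HEPG2 CAGA-GFP cells, 500 pg/mL final, 18 h at 37 degrees C in DMEM plus 1% FBS, normalized to unstimulated and DMSO-stimulated controls.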
Mm-Cpn inhibitor – blocks the Methanococcus maripaludis chaperonin Mm-Cpn. purified Mm-Cpn ATPase, ADP Transcreener TR-FRET. Potency, µM (series often up to 76.9 µM), for inactives: at the highest dose activity, negative = inhibition, hits mostly inhibitors. 330,000 tested, 0.031% active. AID 504842; note: potency is the fitted concentration of half-maximal effect; % is set by controls: 0 for no effect and ±100 for the full control effect; nearly all actives have a fitted effect of over 80% in size
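ATPase read-out: TR-FRET ADP immunoassay (anti-ADP Eu cryptate vs ADP-d2), ex 320 nm, em 590/665 nm; signal drops as ADP forms. Enzyme 25 nM, ATP 10 uM, 30 min at 37°C after 10 min compound preincubation.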
A549 viability – kills or reduces viability of A549 cells in Nrf2 counter-screen; A549 ARE-Fluc cells, CellTiter-Fluor viability, 18-24 h; Potency, µM (highest dose often 46 µM), without a hit: at the top dose activity change, negative = cytotoxicity, most hits filed as inhibitors; 390,000 tested, 0.16% active; note: potency is the fitted concentration of half-maximal effect; % is set by controls: 0 for no effect and ±100 for the full control effect
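A549 ARE_Fluc cells in 5% FBS OPTI-MEM were exposed to compounds in concentration-response for 18-24 h at 37 deg C. Viability was read by CellTiter-Fluor fluorescence (Ex 405/Em 525) after 30 min, before the luciferase read.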
CCT chaperon mod – modulators of cytosolic chaperonin (CCT/TRiC) activity; purified chaperonin ATPase assay, HTRF ADP detection, 30 min; activity change, % (no concentration beside the values), hits read low; 360,000 tested, 0.3% active; in the data active = activity change below about -30%; note: % is set by controls: 0 for no effect and ±100 for the full control effect
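First, chaperonin was dispensed at 40 nM or 20 nM final depending on batch activity. Next, compounds were pinned at 76 uM and ATP added at 10 uM. After 30 min at 37 °C, ADP detection reagents ran 30 min at ambient temperature.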
S2 tox – reduces viability in counter-screen for ATXN expression inhibitors | S2 cells (HEK-293 line with an ATXN2-luciferase reporter) viability, CellTiter-Fluor protease fluorescence, 24 h | Potency, µM (series often up to 56.7 µM), usual class: cytotoxic | 400,000 tested, 0.49% active; note: potency is the fitted concentration of half-maximal effect; nearly all actives have a fitted effect of over 40% in size
pAkt inh – Akt phosphorylation inhibition | Neuro2A IGF-stimulated pAkt S473 HTRF, 20 min; active compounds read low | activity change, % for hits at 50 µM | 360,000 tested, 0.32% active | AID 651550; in the data active = activity change below about -80%; inconclusive = mostly about -51% to -80%; note: % is set by controls: 0 for no effect and ±100 for the full control effect
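Single-point screen (50 µM final compound) in Neuro2A cells stimulated 20 min with 6 nM IGF at 37 deg C. After lysis, Ser473-phosphorylated Akt read by HTRF (ex 330 nm, em 615/665 nm) as the 665/615 ratio.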
Numbers without * were called inactive; i = inactive; ? = inconclusive; . = no result given; [ ] = remark or other dose. Unless noted, calls come from the whole dose curve; as a rule, active = well fitted curve in the direction sought with a large enough effect; inconclusive = small, poorly fitted or top-dose-only effect, or another doubt; inactive = no such curve, though single readings can be large; an effect the other way counts as inactive or inconclusive.

Structure	Nrf2 activator	HepG2 tox	Nrf2 block	TGFb inhibitor	Mm-Cpn inhibitor	A549 viability	CCT chaperon mod	S2 tox	pAkt inh
CC(=O)c1nn(-c2ccc(C(F)(F)F)cc2)c(=O)[nH]c1=O	3.1%	-4%	-6%	0%	-1%	-1%	-0.4	i	i
CC(=O)NC(Cc1c[nH]c2ccccc12)C(=O)N1CCc2ccccc2C1 (stereo unspecified)	0.0%	0%	-13%	-1%	3%	0%	-0.9	i	i
Cc1ccc(NC(=O)CO/N=C/c2ccccc2C)c(C)c1	0.2%	-1%	-20%	1%	-1%	9%	-2.7	i	i
CCN(CC)S(=O)(=O)c1ccc(NC(=O)c2nn(C)c3c2CSc2ccccc2-3)cc1	0.3%	-25%	-16%	2%	.	13%	.	.	.
Fc1ccc(Nc2ccc(-c3ccc(F)cc3)nn2)cc1	0.3%	-12%	?	-19%	1%	-1%	0.6	i	i
O=C(O)c1ccc(CNS(=O)(=O)c2ccc3ccccc3c2)cc1	-0.3%	-3%	2%	-15%	4%	-4%	0.2	i	i
COc1ccc(-c2nc(CS(=O)CC(=O)NCc3ccc(F)cc3)c(C)o2)cc1 (stereo unspecified)	-0.4%	-6%	0%	-19%	0%	3%	-3.5	i	i
NS(=O)(=O)c1ccc(-c2ccc(/C=C3\SC(=O)NC3=O)o2)cc1	0.0%	-29%	?	-5%	-9%	12µM*	1.1	i	i
CC(C)c1ccccc1NC(=O)COc1ccc(C(=O)NCCc2ccccc2)cc1	3.0%	-73%	?	?	2%	?	0.9	i	i
O=S(=O)(Nc1cccc(-c2ccc(N3CCCC3)nn2)c1)c1ccc(F)cc1F	0.7%	-14%	.	-6%	.	3%	.	i	.
O=C(Nc1nc(-c2ccco2)c(-c2ccco2)s1)C1CC(=O)N(c2ccc3c(c2)OCCO3)C1 (stereo unspecified)	9.4%	-3%	?	-1%	-12%	-17%	1.1	i	i
COc1cccc(-n2c(COc3ccccc3C)nnc2SCC(=O)O)c1	-0.8%	1%	9%	?	0%	12%	-0.2	i	i
O=C(CCc1ccccc1)NNC(=O)C12CC3CC(CC(C3)C1)C2	0.0%	-8%	4%	1%	0%	9%	-5.3	i	i
CC(C)NC(=S)N/N=C/c1cc(Br)ccc1O	6.5%	-66%	-9%	?	0%	-3%	-0.6	i	i
CCNC(=O)C(C)Oc1ccc(Cl)cc1Cl (stereo unspecified)	1.9%	4%	6%	6%	2%	4%	-13	i	i

Single records, from the list above.
`CCNC(=O)C(C)Oc1ccc(Cl)cc1Cl` (stereo unspecified) reads Nrf2 activator: 1.9%; HepG2 tox: 4%; Nrf2 block: 6%; TGFb inhibitor: 6%; Mm-Cpn inhibitor: 2%; A549 viability: 4%; CCT chaperon mod: -13; S2 tox: i; pAkt inh: i
`O=C(O)c1ccc(CNS(=O)(=O)c2ccc3ccccc3c2)cc1` reads Nrf2 activator: -0.3%; HepG2 tox: -3%; Nrf2 block: 2%; TGFb inhibitor: -15%; Mm-Cpn inhibitor: 4%; A549 viability: -4%; CCT chaperon mod: 0.2; S2 tox: i; pAkt inh: i

Next entries follow:
Structure	Nrf2 activator	HepG2 tox	Nrf2 block	TGFb inhibitor	Mm-Cpn inhibitor	A549 viability	CCT chaperon mod	S2 tox	pAkt inh
C=CCNc1nc(N)c([N+](=O)[O-])c(Nc2ccccc2OC)n1	1.8%	-2%	21µM*	0%	0%	-19%	-2.0	i	i
CCCNC(=S)Nc1cc2oc3ccccc3c2cc1OC	0.3%	-78%	-13%	?	0%	-1%	-0.6	?	i
COc1cccc(C2CNC3(CCCC(C)C3)c3[nH]c4ccccc4c32)c1OC (stereo unspecified)	-0.2%	-49%	7%	?	0%	-20%	-1.0	11µM*	i
Cc1ccc(C(=O)N2CCC(n3nccc3NC(=O)c3ccccc3C)CC2)cn1	0.0%	0%	7%	14%	?	2%	0.1	i	i
CCn1c(N2CCC(C)CC2)nc2c1c(=O)n(C)c(=O)n2C	-0.6%	-19%	?	3%	-2%	?	-2.5	i	i
C=CCN(c1ccccc1C(=O)NCC(=O)OCC)S(=O)(=O)c1ccc(C)cc1	-0.3%	7%	8%	-10%	-3%	-2%	-5.2	?	i
COC(=O)c1ccc(COc2ccc(CNCc3ccc(Cl)cc3)cc2)cc1	-0.8%	4%	?	0%	-1%	-7%	1.0	i	i
CCOC(=O)c1c(C)[nH]c(C(=O)CSc2nnnn2-c2ccc(C)cc2)c1C	-0.1%	-7%	?	0%	-1%	?	-2.7	?	i
Cc1ccc(NC(=O)N2CCCC2C(=O)NCc2ccccc2Cl)cc1 (stereo unspecified)	-0.8%	-19%	8%	-10%	-5%	-8%	-0.2	i	i
CCCC(C)C(=O)Nc1cccc(NC(C)=O)c1 (stereo unspecified)	-0.3%	0%	-9%	20%	1%	-13%	-0.1	i	i
CN(CC(=O)NC1CCCCCC1)S(=O)(=O)c1ccc(Br)cc1	0.0%	-38%	1%	-5%	-3%	10%	0.5	i	i
C[C@H](CO)N1C[C@H](C)[C@@H](CN(C)Cc2ccccc2F)Oc2ncc(Br)cc2C1=O	0.4%	7%	.	2%	.	.	1.3	i	i
COc1ccc(C(=O)Nc2nc(-c3cccs3)c(NC(C)=O)s2)cc1	3.2%	-10%	?	-12%	2%	-15%	-0.7	i	i
COc1cccc(C2C(C(=O)Nc3ccccc3)=C(C)Nc3nc(-c4ccccc4)nn32)c1 (stereo unspecified)	3.9%	-7%	-15%	0%	.	-4%	.	i	.
CCOC(=O)c1cccc(N2C(=O)C3C(C(=O)NC4CC4)C4(C)C=CC3(O4)C2C(=O)NC(C)(C)C)c1 (stereo unspecified)	0.3%	-12%	11%	-2%	-2%	4%	-0.7	i	i
Cc1c(Cc2ccccc2)c(=O)oc2cc(OCC(=O)NC(Cc3ccc(Cl)cc3)C(=O)O)ccc12 (stereo unspecified)	0.3%	-21%	3%	-8%	-2%	7%	0.6	i	i
Brc1ccc2c(c1)C(C1=NCCN1)c1ccccc1CS2 (stereo unspecified)	-1.2%	-15%	?	-13%	0%	-14%	-1.8	?	i
COc1ccc(OC)c2sc(NC(=O)c3cccc(N4C(=O)CCC4=O)c3)nc12	-0.7%	5%	-3%	10%	0%	-2%	-1.7	i	i
COc1cc(N2CCC(O)CC2)ccc1Nc1nnc(Cl)c(Nc2ccccc2S(C)(=O)=O)n1	7.5%	-34%	?	-16%	.	-8%	-1.0	i	i
Cc1cc(=O)n2c(nc3ccccc32)[nH]1	-0.3%	-2%	18%	-7%	-2%	0%	1.8	i	i
COc1ccccc1NC(=O)c1cc(-c2cc(OC)c(OC)c(OC)c2)nc2ccccc12	2.4%	-9%	-2%	45%[activator]	-2%	-1%	0.1	i	i
CC(=O)N1CCN(c2ccc(NCc3cccc4ccccc34)cc2)CC1	3.1%	-16%	?	-28%	1%	1%	-1.4	i	i
CCN1CCN(C(c2ccccc2)c2nnnn2Cc2ccccc2)CC1 (stereo unspecified)	-0.7%	-8%	4%	2%	-1%	8%	0.0	i	i
Cn1c(=O)n(Cc2c(F)cccc2Cl)c(=O)c2c1nc1n2CCN1c1ccc(F)cc1	0.3%	-6%	?	-25%	.	-3%	.	.	.
O=c1nc(NCc2ccccc2Cl)cn[nH]1	-0.5%	-37%	-8%	0%	-1%	-13%	-2.2	i	i
C/C=C/c1ccc(OCCCCOc2c(OC)cccc2OC)c(OC)c1	0.1%	-7%	-18%	?	1%	21%	0.0	i	i
O=C(Nc1ccccc1OC(F)F)c1ccc(S(=O)(=O)N2CCOCC2)cc1	0.3%	-14%	12%	1%	1%	-2%	-0.9	i	i
CN1C(=O)[C@H]2[C@@H](c3ccc(C(F)(F)F)cc3)N[C@]3(CCCN(Cc4ccc(Cl)cc4)C3=O)[C@H]2C1=O	0.5%	-1%	.	-2%	.	.	0.6	i	i
Cc1cc(C)c(C)c(S(=O)(=O)NCC(=O)Nc2sc3c(c2C(N)=O)CCCC3)c1C	3.3%	-4%	-16%	-4%	-13%	-18%	1.3	i	i
CCc1ccc(Nc2cc(=O)n(C3CCCCC3)c(=O)[nH]2)cc1	4.8%	-20%	?	?	-1%	-23%	0.3	i	i
CCC1(c2ccccc2)NC(=O)N(CC#N)C1=O (stereo unspecified)	-0.3%	-47%	4%	-4%	1%	1%	1.3	i	i
O=C(CSc1oc(-c2ccccc2)nc1S(=O)(=O)c1ccccc1)c1ccccc1	4.1%	-17%	-21%[9.27 µM]	-1%	.	?	.	i	.
COc1ccc(C(=O)NCc2nnc(SCC(=O)NC3=NCCS3)n2C)cc1	0.3%	-13%	4%	10%	3%	3%	2.1	i	i
Cc1cccc(C2N(c3ccc(F)cc3)C(=O)C3CCCN32)c1 (stereo unspecified)	-0.7%	2%	-10%	0%	.	0%	1.4	i	i
CCCNC(=S)N1CCC(NC(=O)c2ccc(C)cc2)CC1	-0.7%	10%	-21%	-7%	-9%	-14%	-0.2	i	i
Cc1ccc2c(c1)-c1nc(-c3ccc4c(c3)NC(=O)CO4)cc(-c3ccc(F)cc3)c1CO2	-0.2%	-16%	3%	-5%	.	-1%	.	i	.
O=c1[nH]c2ccccc2n2c(=S)[nH]nc12	-0.4%	-33%	6%	14%	?	-1%	-0.6	i	i
O=C(COC(=O)C1CCN(S(=O)(=O)c2cccc3cccnc23)CC1)c1ccccc1	0.1%	1%	5%	-5%	-7%	-3%	0.9	i	i
CCOc1ccc(N2CC(C(=O)Nc3ccc(S(=O)(=O)N4CCOCC4)cc3)CC2=O)cc1 (stereo unspecified)	0.2%	5%	7%	-1%	1%	20%	-0.2	i	i
CC(C)OC(=O)CCCNc1ccc([N+](=O)[O-])cc1[N+](=O)[O-]	-0.7%	8%	-12%	?	-3%	-23%	1.3	?	i

An unsorted share of the library; overall some 4.4% were active at least once.
